Runt-CBFb FRET = blocks binding of human RUNX1 Runt domain to CBFb; Q01196+Q13951; Cerulean-Runt/Venus-CBFb FRET ratio 530/480, 1 h; inhibition, % at 20 µM; 220,000 compounds, 0.46% hits; AID 1496;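 active = inhibition over about 50% at 20 µM in the single-dose screen, limit read from the data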;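 also: 0% = DMSO wells and 100% = excess unlabeled CBFb competitor control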
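Measured by: fluorescence energy transfer, 422 nm excitation, 530/480 nm emission; test system: Cerulean-tagged RUNX1 Runt domain (FRET donor) fusion protein; buffer or medium: Tris pH 7.5 buffer with BSA; compound: one dose, 20 µM compound, 1% DMSO; times: two 1 h room-temperature incubations shielded from light; benchmarks: unlabeled CBFb 5 µM, positive control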
Runt-SMMHC FRET = blocks binding of human RUNX1 Runt domain to CBFb-SMMHC; Q01196+Q13951; Cerulean-Runt/Venus-CBFb-SMMHC FRET ratio 530/480, 1 h; inhibition, % at 20 µM; 220,000 compounds, 0.74% hits;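 active = mean inhibition across duplicate retests at 20 µM reaching about 50%, limit read from the data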;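 also: 0% = DMSO wells and 100% = wells with excess untagged CBFb-SMMHC; inhibitors lower the FRET ratio by blocking Runt binding to CBFb-SMMHC; some results filed as inactive read as strong as hits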
14-3-3 Bad PPI = disrupts binding of bovine 14-3-3 zeta to phospho-Bad peptide | P63103 | TR-FRET 14-3-3zeta/Dy647-pBad peptide displacement, 1 h | inhibition, % at 21.7 µM | 220,000 compounds, 0.71% hits | AID 781;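 active = inhibition above about 70%, limit read from the data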;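 also: 0% = full 14-3-3 plus peptide FRET controls and 100% = background without 14-3-3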
NCF1 inh = blocks human p47phox regulatory protein of NADPH oxidases; P14598; 220,000 compounds, 0.53% hits; inhibition, % at 24.7 µM; p47phox/p22phox peptide binding, fluorescence polarization, 2 h;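 active = inhibition above about 30%, limit read from the data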;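 also: 0% = p47phox with labelled peptide and 100% = labelled peptide alone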
Mdm2 ligase inh = inhibitors of human Mdm2 E3 ubiquitin ligase; signal enhancement, % at 5 µM; Q00987; cell-based MDM2 ubiquitination luciferase reporter, 2 h; 0 = plate control, 100 = twice control, blank-subtracted; AID 1230; 210,000 compounds, 0.11% hits;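 active = signal enhancement of 30% or more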;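 also: luminescence tracks abundance of the self-degrading MDM2-luciferase fusion protein; higher signal means inhibition of MDM2 E3 ligase activity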
Target sequence (Q00987 whole entry, looked up, the tested form may be a part): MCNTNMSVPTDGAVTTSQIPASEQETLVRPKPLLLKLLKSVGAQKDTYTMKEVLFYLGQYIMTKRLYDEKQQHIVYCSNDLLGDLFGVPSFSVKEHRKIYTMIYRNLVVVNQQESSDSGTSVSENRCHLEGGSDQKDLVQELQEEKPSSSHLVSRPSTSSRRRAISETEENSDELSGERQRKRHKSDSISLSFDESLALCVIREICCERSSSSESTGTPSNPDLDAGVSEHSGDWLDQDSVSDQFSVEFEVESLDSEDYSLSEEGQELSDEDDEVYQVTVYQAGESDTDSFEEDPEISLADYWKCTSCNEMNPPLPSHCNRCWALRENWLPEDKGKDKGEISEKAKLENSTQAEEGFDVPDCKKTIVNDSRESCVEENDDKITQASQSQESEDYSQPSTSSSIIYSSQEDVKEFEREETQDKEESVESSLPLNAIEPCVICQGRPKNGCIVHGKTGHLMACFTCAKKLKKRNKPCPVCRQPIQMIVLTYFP
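Material: Stable MDM2–luciferase fusion reporter cells | Amount: 2000 cells seeded into each well | Dosing: One concentration, 5 µM, with 0.2% DMSO | Incubation: 4 h cell settling then 2 h compound exposure, 37 °C | Measured by: Luciferase luminescence | Read-out basis: % enhancement relative to plate controls after blank subtraction | Benchmarks: Control and blank well means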
EBV gp42 inh = blocks Epstein-Barr virus glycoprotein 42 binding | 220,000 compounds, 0.42% hits | Fluorescence polarization binding assay, mP read-out | inhibition, % (tested at 21.74 µM); in the data active = inhibition above about 50%
Hck-Nef inh = human Hck-Nef kinase inhibition; P08631; Recombinant Hck-YEEI plus Nef, Z-Lyte FRET kinase assay; inhibition, % at 20 µM; 220,000 compounds, 0.68% hits;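 active = Hck-Nef kinase inhibition above about 50%, limit read from the data; inactive = inhibition below that limit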;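 also: 0% = DMSO with Hck plus Nef and 100% = Hck alone without Nef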
Target sequence (P08631 whole entry, looked up): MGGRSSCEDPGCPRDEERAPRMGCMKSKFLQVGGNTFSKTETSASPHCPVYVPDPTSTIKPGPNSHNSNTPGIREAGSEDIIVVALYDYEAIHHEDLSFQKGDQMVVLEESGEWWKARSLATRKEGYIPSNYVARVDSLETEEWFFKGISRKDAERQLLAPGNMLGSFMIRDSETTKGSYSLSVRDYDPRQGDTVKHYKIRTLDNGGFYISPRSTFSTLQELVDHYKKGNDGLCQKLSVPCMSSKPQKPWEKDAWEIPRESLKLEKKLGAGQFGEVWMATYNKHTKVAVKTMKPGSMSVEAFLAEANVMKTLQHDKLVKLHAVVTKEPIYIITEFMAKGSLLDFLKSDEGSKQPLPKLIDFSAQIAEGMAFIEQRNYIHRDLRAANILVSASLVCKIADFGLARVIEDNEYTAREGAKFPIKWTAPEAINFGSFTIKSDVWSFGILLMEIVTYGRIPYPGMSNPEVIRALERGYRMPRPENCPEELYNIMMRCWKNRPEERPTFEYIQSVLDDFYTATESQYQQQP
zVAD death inh = L929 zVAD cell death inhibition; viability rescue, % at 10 µM; AID 1377; L929 zVAD necroptosis rescue, ATP luminescence, 24 h; with zVAD 60 µM; 220,000 compounds, 0.38% hits;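 active = activation, scaled between plate controls, above about 75%, limit read from the data; inactive = activation under that limit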;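 also: 0% = zVAD with DMSO and 100% = DMSO alone without zVAD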
TbHK1 inh = T. brucei hexokinase 1 inhibition; inhibition, % at 10 µM; recombinant TbHK1, G6PDH-coupled NADH A340; 220,000 compounds, 0.11% hits;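 active = inhibition of 50% or more in the single-dose primary screen; inactive = inhibition below 50%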
* hit, by the source's call; . = not tested or not shown; & = joins results of further samples; [ ] = dose if it differs, or a comment.

SMILES | Runt-CBFb FRET | Runt-SMMHC FRET | 14-3-3 Bad PPI | NCF1 inh | Mdm2 ligase inh | EBV gp42 inh | Hck-Nef inh | zVAD death inh | TbHK1 inh
COc1cc(OC)c2c(-c3ccccc3)cc(=O)oc2c1 | -2 | 0 | -10 | -6 | 2 | -19 | 25 | -0.3 | -16
COc1ccc(CC(=O)N2CCN=C2SCc2cccc([N+](=O)[O-])c2)cc1 | -1 | 2 | -2 | -2 | -5 | -6 | -6 | 5.6 | -2
CC(=O)c1cccc(CN2CCN(Cc3ccc(F)cc3)C(CCO)C2)c1 (stereo not given) | 0 | -5 | -1 | -4 | 0 | -8 | 17 | 1.9 | -5
O=C(COC(=O)CCc1nc2ccccc2c(=O)[nH]1)NCc1ccc(F)cc1 | 0 | -2 | 5 | -5 | . | -11 | 23 | -0.8 | -8
COc1ccccc1CC(=O)Nc1ccc(O)cc1C(=O)O | -1 | -2 | -10[fluorescence artefact?] | -12 | -5 | -8 | 5 | -0.3 | -4
NS(=O)(=O)c1ccc(CNC(=O)c2ccccn2)cc1 | 1 | -3 | -1 | -1 | -10 | -18 | 6 | -0.3 | 3
COc1ccccc1NC(=O)Nc1c(C)n(C)n(-c2ccccc2)c1=O | -1 | -5 | 9[fluorescence artefact?] | -8 | -13 | -2 | 6 | 1.1 | 0
C/C=C/c1ccc(OCCCN2C(=O)NC(C)(C)C2=O)c(OC)c1 | 0 | -4 | 8[fluorescence artefact?] | -10 | 12 | -7 | 4 | 3.3 | -3
N=c1n(CCN2CCCCC2)c2ccccc2n1CC(=O)c1ccc(Cl)c(Cl)c1 | 1 | -5 | 7 | -38 | -6 | -5 | 9 | 0.8 | 1
O=C(CSc1ccccc1C(=O)O)NC1CCCCCCC1 | 0 | 1 | 31 | -4 | -11 | -29 | -2 | -0.4 | -8
COc1ccc(C2=NOC3(CC(=O)N(c4ccc(C)cc4)C3=O)C2)c(OC)c1 (stereo not given) | -1 | 3 | 4 | -20 | -7 | -13 | 6 | 1.4 | 13
O=C(O)c1ccc(Nc2ncc([N+](=O)[O-])cc2[N+](=O)[O-])cc1 | 1 | -4 | 7 | 7 | 3 | -6 | 18 | 5.2 | -27

Copied from the listing for reference:
SMILES | Runt-CBFb FRET | Runt-SMMHC FRET | 14-3-3 Bad PPI | NCF1 inh | Mdm2 ligase inh | EBV gp42 inh | Hck-Nef inh | zVAD death inh | TbHK1 inh
C/C=C/c1ccc(OCCCN2C(=O)NC(C)(C)C2=O)c(OC)c1 | 0 | -4 | 8[fluorescence artefact?] | -10 | 12 | -7 | 4 | 3.3 | -3
N=c1n(CCN2CCCCC2)c2ccccc2n1CC(=O)c1ccc(Cl)c(Cl)c1 | 1 | -5 | 7 | -38 | -6 | -5 | 9 | 0.8 | 1
O=C(CSc1ccccc1C(=O)O)NC1CCCCCCC1 | 0 | 1 | 31 | -4 | -11 | -29 | -2 | -0.4 | -8

New compounds follow:
SMILES | Runt-CBFb FRET | Runt-SMMHC FRET | 14-3-3 Bad PPI | NCF1 inh | Mdm2 ligase inh | EBV gp42 inh | Hck-Nef inh | zVAD death inh | TbHK1 inh
CCC(C)NS(=O)(=O)c1ccc(S(=O)(=O)N(CC(=O)Nc2ccccc2)CC2CCCO2)cc1 (stereo not given) | 2 | 3 | -3 | -1 | -6 | -14 | -2 | 1.1 | -3
CC1CC(C)CN(S(=O)(=O)N2CCC(C(=O)NCCC3=CCCCC3)CC2)C1 (stereo not given) | 1 | -4 | 1 | 4 | -20 | -1 | 22 | -0.7 | -12
O=C(Cn1nnc2ccccc21)Nc1ccc([N+](=O)[O-])cc1 | 0 | 4 | 5 | -5 | . | -20 | 30 | 0.4 | -29
COc1ccc(-c2ccnc(SCC(=O)N3CCN(c4ccccc4)CC3)n2)cc1 | -5 | -5 | -5 | -6 | 7 | -12 | 10 | 1.0 | -15
O=c1c(Cl)c(N2CCNCC2)cnn1C12CC3CC(CC(C3)C1)C2 | 0 | 1 | -5 | -7 | 8 | -18 | 22 | 7.4 | -22
CCN(CC)CCN1CCn2c3c(c4cc(C)ccc42)CCCC31 (stereo not given) | -12 | -76 | 19 | -9 | . | 1 | 3 | 1.2 | -25
Cc1cc(N(CC(=O)NC2CC2)S(C)(=O)=O)ccc1Br | 0 | -2 | -17 | 6 | 0 | -18 | 2 | -0.4 | 16
CC(=O)NC1=NC(=O)C(C)S1 (stereo not given) | . | -4 | -1 | -10 | -3 | -17 | -1 | -0.4 | 3
COc1cc(NC(=O)CCn2c(=O)[nH]c3ccsc3c2=O)cc(OC)c1 | -2 | 1 | 11 | 2 | 0 | -21 | 0 | -0.3 | 9
COc1ccc(-c2nc(N)n(C(=O)c3ccc(C)cc3)n2)cc1 | -6 | -2 | -2 | -5 | -13 | 8 | -4 | 0.2 | 12
COC(=O)[C@H](Cc1ccccc1)NC(=O)NCCC1=CCCCC1 | 1 | 0 | 24 | 0 | -23 | 3 | 1 | -0.1 | -1
Cc1cc(F)ccc1NCc1ccccc1[N+](=O)[O-] | 29 | 12 | -17 | -5 | 3 | 2 | 3 | -1.2 | -4
CCOC(=O)c1c(-c2ccccc2)csc1NC(=O)c1cccc(N2C(=O)CCC2=O)c1 | -1 | -6 | 11 | -5 | -5 | -6 | 1 | 0.2 | -6
COc1cc2c(cc1OC)C1(CCCCC1)CN(C)C2 | 0 | 4 | 3 | -2 | . | -17 | 16 | 0.1 | -5
CC(C)N(C(=O)CO/N=C/c1cccc([N+](=O)[O-])c1)C(C)C | 1 | 6 | 0 | -2 | -15 | -11 | 14 | -0.1 | 6
O=C(Nc1nccs1)C1CCN(S(=O)(=O)c2cnc[nH]2)CC1 | 1 | -1 | 1 | 3 | -12 | -13 | -9 | -0.1 | 3
Nn1c(SCc2ccccc2F)nnc1-c1ccncc1 | 1 | 0 | -2 | -3 | -19 | 5 | 5 | 1.0 | -3
NS(=O)(=O)c1ccc(CCNC(=O)[C@@H]2CCCN2S(=O)(=O)c2ccccc2F)cc1 | 1 | -3 | -3 | -12 | -11 | -11 | -1 | 0.2 | 1
CC1CC2=C(C(=O)O1)C(C)Nc1ccccc1N2 (stereo not given) | 1 | 1 | -9[fluorescence artefact?] | -4 | -8 | 9 | 0 | 0.7 | -30
NS(=O)(=O)c1ccc(CNC(=O)CCSCCC(=O)NCc2ccc(S(N)(=O)=O)cc2)cc1 | -1 | -9 | -5 | -15 | -8 | -18 | 12 | 1.0 | 5
CCN(CC)c1ccc(NC(=O)c2cccc(F)c2)c(C)c1 | 10 | 9 | -6 | -6 | 13 | 6 | 1 | 3.9 | -1
CC(C)N(C(=O)C[n+]1ccsc1N)c1ccccc1 | 0 | -2 | 2 | -4 | -11 | -1 | 2 | -0.4 | -12
O=C(O)CCC(=O)Nc1cccc(C(=O)Nc2cccc(Cl)c2)c1 | 1 | 3 | 0 | -5 | -16 | -8 | 0 | 0.2 | 0
CN(CC(=O)Nc1ccccc1Cl)CC(=O)Nc1ccccc1[N+](=O)[O-] | -1 | -1 | -2 | -8 | -16 | -18 | -8 | -1.3 | -14
Cc1cccc(COCC(Cc2ccccc2)N2CCN(C(=O)c3cccc(C)c3)CCC2=O)c1 (stereo not given) | -9 | 0 | 6 | -12 | . | 3 | 0 | 1.0 | 0
Cc1ccc(Cn2nnnc2CN2CCC(c3nc4ccc(Cl)cc4[nH]3)CC2)cc1 | -1 | -3 | -3 | -11 | -17 | 15 | 0 | 2.6 | -3
CCN(C(=O)COc1ccccc1)C1CCCCC1 | 4 | 1 | -5 | -6 | 5 | -11 | 5 | 0.2 | 2
Cc1cc(NC(=O)CCC(=O)N(CC(=O)NCC2CCCO2)c2ccccc2C)no1 (stereo not given) | -4 | 5 | 1 | -17 | -8 | -26 | 3 | 0.1 | 3
O=c1cc(NS(=O)(=O)c2ccccc2)nc(SCc2ccc(Cl)cc2)[nH]1 | 7 | -2 | 6[fluorescence artefact?] | 0 | -6 | 2 | 0 | -0.4 | -5
CCOC(=O)c1[nH]c(C)c(CCC(=O)O)c1C | 0&1 | -5&-6 | -4&-10 | -9&-4 | -11&-6 | -19&-1 | -19&-1 | 0.9&0.1 | 9&-7
CCN(CC)S(=O)(=O)c1ccc(C)c(NC(=O)COc2ccc(Br)cc2Cl)c1 | 1 | -2 | -9 | -12 | -18 | -28 | 1 | 0.1 | 1
CC1C2C(c3ccccc3)N(C)C(=O)N(C)C2N(C)C(=O)N1C (stereo not given) | 0 | -9 | -4[fluorescence artefact?] | -2 | -9 | 39 | 0 | 0.5 | 3
COc1ccc(C(=O)NNC(=O)c2ccncc2)cc1 | 1 | -6 | -6[fluorescence artefact?] | -33 | -6 | -6 | 2 | 0.9 | -11
NC1=NC[C@H](CC2CCCCC2)N1CCc1cc(C(F)(F)F)cc(C(F)(F)F)c1 | 0 | -1 | -3 | -6 | 18 | -7 | -40 | -1.3 | 32
Cc1cc(C(=O)CN2C(=O)NC3(CCCCC3)C2=O)c(C)n1C | -1 | -1 | -3 | -13 | -5 | 2 | 0 | 0.4 | -4
Cc1ccc2nc(NCc3ccccc3)c(C#N)cc2c1 | 42 | 83 | 5 | -5 | 1 | 1 | 13 | -0.9 | -2
Cc1ccc(-n2nnnc2SCC(=O)NC(C(=O)O)(c2ccccc2)c2ccccc2)cc1C | -3 | -2 | 4 | 12 | 7 | -3 | -1 | 1.6 | -1
O=C(O)c1ccc(N2CCOCC2)c(N2C(=O)C3C4C=CC(C4)C3C2=O)c1 (stereo not given) | -2 | -1 | -1 | 4 | -2 | -21 | 24 | -0.3 | 1
O=C(CC1C(=O)N(Cc2ccccc2)C(=S)N1CCN1CCOCC1)Nc1ccc(F)cc1 (stereo not given) | -2 | -5 | -5 | -3 | -14 | -14 | 20 | -0.1 | 0
COc1cc(OC)c(NC(=S)NCc2ccccc2)cc1Cl | -2 | -1 | -4 | -5 | -21 | -1 | 8 | -1.3 | 0
CC1(c2ccccc2)CC2CC(c3ccccc3)N1O2 (stereo not given) | 14 | 2 | -6 | 1 | -13 | -8 | -5 | -0.6 | 6
O=C(COC(=O)c1cccnc1Cl)NCCC1=CCCCC1 | 0 | -3 | -11 | -12 | -1 | 1 | 8 | 1.0 | -4
CCN(CC)C(=O)CSc1nc2cc3c(cc2c(=O)n1Cc1ccc(OC)cc1)OCO3 | . | -2 | 50 | 19 | 0 | -21 | -12 | 3.5 | 5
CC(=O)c1cnc2c(-c3ccc(Cl)cc3)c(C)nn2c1C | 0 | -1 | 2[fluorescence artefact?] | -13 | -6 | -6 | 8 | 0.3 | -8
O=C(CSCc1cccs1)N1CCCC1 | -1 | 0 | -3 | 1 | -14 | -10 | -1 | 0.3 | -6
O=C(O)CSc1nnc(-c2cccc(S(=O)(=O)N3CCOCC3)c2)n1-c1cccc(Cl)c1 | 2 | -5 | 8 | -5 | . | -17 | 2 | 0.4 | -10
Cc1ccccc1N=C(NOCc1ccc(Cl)cc1Cl)c1nonc1N | 0 | -5 | 53 | -12 | -17 | -13 | -1 | 0.2 | 14
COc1ccc(NC(=O)c2ccc(-n3cncn3)c([N+](=O)[O-])c2)cc1 | -1 | 2 | -6 | -19 | -1 | -6 | -1 | 0.5 | -2
C=CCn1cc(C(=O)OCC)c(=O)c2ccc(F)cc21 | 0 | -5 | -3 | 5 | -8 | -13 | 4 | 1.5 | -1
